Bioassay records (PubChem BioAssay)
CCHFV vOTU inh: CCHFV vOTU protease inhibitors, primary screen, biochemical, Pep-AMC substrate, fluorescence. Crimean-Congo hemorrhagic fever virus L polyprotein viral ovarian tumor (vOTU) protease …. inhibition, % at 11.5 µM. actives 0.55% (n = 370,000); in the data active = inhibition above about 30%; note: 0% = vehicle wells with enzyme and 100% = no enzyme wells
3CLpro inhibitor: SARS-CoV 3CLpro protease inhibitors, primary screen, biochemical, quenched FRET | Replicase polyprotein 1ab (Severe acute respiratory syndrome coronavirus), P0C6X7 | recombinant SARS-CoV 3CLpro, quenched FRET peptide cleavage | inhibition, % at 6 µM | actives 0.14% (n = 290,000); in the data active = inhibition above about 12%
Anthrax LF inh2: Bacillus anthracis LF protease inhibitors, primary screen, biochemical, multiplex microsphere, MLPCN library | inhibition, % at 10 µM | actives 0.12% (n = 360,000) | Lethal factor (Bacillus anthracis), P15917 | multiplex microsphere protease cleavage assay; note: plate controls were buffer without enzyme for full effect and enzyme alone for no effect
Target sequence (P15917 whole entry, looked up): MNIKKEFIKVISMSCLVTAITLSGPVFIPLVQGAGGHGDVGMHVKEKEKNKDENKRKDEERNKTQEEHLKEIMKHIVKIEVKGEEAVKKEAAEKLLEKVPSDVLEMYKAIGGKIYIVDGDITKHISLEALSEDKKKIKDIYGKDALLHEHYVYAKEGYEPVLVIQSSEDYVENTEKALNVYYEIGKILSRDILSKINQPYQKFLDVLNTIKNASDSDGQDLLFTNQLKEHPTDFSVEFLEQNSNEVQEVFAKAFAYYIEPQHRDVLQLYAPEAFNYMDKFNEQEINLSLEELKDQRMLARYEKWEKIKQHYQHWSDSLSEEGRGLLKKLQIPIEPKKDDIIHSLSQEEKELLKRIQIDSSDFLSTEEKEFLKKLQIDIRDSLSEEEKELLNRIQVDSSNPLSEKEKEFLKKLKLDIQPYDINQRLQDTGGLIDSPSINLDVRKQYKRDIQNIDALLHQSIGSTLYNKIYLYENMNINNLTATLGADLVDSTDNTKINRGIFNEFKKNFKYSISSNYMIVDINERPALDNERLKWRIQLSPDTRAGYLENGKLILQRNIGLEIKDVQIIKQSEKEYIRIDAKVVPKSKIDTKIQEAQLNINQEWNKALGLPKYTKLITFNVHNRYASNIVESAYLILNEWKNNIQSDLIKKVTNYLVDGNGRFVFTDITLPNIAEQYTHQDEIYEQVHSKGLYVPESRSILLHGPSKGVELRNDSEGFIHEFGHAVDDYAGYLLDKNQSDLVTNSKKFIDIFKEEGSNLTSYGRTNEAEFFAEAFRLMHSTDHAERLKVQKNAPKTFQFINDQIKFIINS
DUSP3 inh: VHR1 phosphatase inhibitors, primary screen, biochemical, absorbance, uHTS; recombinant VHR phosphatase, pNPP absorbance; inhibition, % at 13.3 µM; actives 0.52% (n = 290,000); AID 1654, 2009; in the data active = inhibition above about 50%; note: some compounds called inactive have numbers as strong as hits
Target sequence (P51452 whole entry, looked up): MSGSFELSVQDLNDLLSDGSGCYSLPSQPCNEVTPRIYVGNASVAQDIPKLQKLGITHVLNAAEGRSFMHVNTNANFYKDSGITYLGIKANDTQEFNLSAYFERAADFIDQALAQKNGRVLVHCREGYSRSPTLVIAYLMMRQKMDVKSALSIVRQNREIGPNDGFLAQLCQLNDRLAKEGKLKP
PriA SSB inh: inhibitors of Klebsiella pneumoniae PriA binding to SSB C-terminal tail, primary screen, biochemical, AlphaScreen. AID 1272365, 2023. inhibition, % at 33 µM. actives 0.6% (n = 430,000). AlphaScreen SSBct-PriA binding, biotinylated peptide. PriA–SSB C-terminal tail interaction (Klebsiella pneumoniae); in the data active = inhibition mostly above about 37%, no sharp cut-off; inactive = mostly below about 20%;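 note: plate controls were negative control peptide for no effect and reference peptide for full effect; strong numbers were not always called active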
BH1578 lux ind: inducers of Vibrio cholerae quorum light production without autoinducers, primary screen, BH1578 luxS cqsA deficient, single point | activation, % at 18.7 µM | actives 0.16% (n = 350,000) | V. cholerae BH1578 lux reporter, luminescence, 6 h | AID 588436, 2011; in the data active = activation mostly above about 9.7%, no sharp cut-off; inconclusive = no clear call, values can overlap the other calls; inactive = mostly below about 3.7%; note: not every result past the cut was called active; inactives centre near 0; reference of the scale not given here
TcdB GH inh: TcdB glycohydrolase inhibitors, primary screen, biochemical, single point, plate reader. actives 0.24% (n = 350,000). Toxin B (Clostridioides difficile), P18177. AID 652162, 2013. TcdB glycohydrolase enzymatic assay. inhibition, % at 9.99 µM; in the data active = inhibition above about 10%
BoNT-A LC inh2: BoNT/A light chain protease inhibitors, primary screen, biochemical, flow cytometry, MLPCN library; Botulinum neurotoxin type A light chain protease (Clostridium botulinum A str. ATCC 3502); multiplex microsphere protease substrate cleavage; inhibition, % at 10 µM; actives 0.17% (n = 360,000); AID 588499, 2011; note: plate controls were buffer without enzyme for full effect and enzyme alone for no effect
Y pestis TopoI: Yersinia pestis topoisomerase I inhibitors, primary screen, biochemical, cleavage product accumulation, plate reader, single point. activity, % at 10 µM. actives 0.064% (n = 360,000). DNA topoisomerase I (Yersinia pestis CO92). Y. pestis Topo-I cleavage product accumulation; in the data active = activity above about 50%, passing the limit was not always enough; inconclusive = no clear call, values can overlap the other calls; note: inactives centre near 2
PfHsp40 rescue: rescue of yeast from PfHsp40 toxicity, primary screen, S. cerevisiae, ATP luminescence. growth rescue, % at 12.5 µM. actives 0.68% (n = 340,000). AID 504582, 2011. S. cerevisiae expressing PfHsp40, growth rescue; in the data active = growth rescue above about 28%, passing the limit was not always enough; inconclusive = no clear call, values can overlap the other calls;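 note: yeast W303a lacking pdr1 and pdr3 grown in galactose medium; growth measured after three days at 30 °C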
Starred values were filed as active, the others as inactive; i = inactive; ? = inconclusive; . = no result given; & = joins results of further samples. Cut-off read from the data, not from the text of the source, unless noted: active = inhibition above about 30%; inconclusive = no clear call, values can overlap the other calls; inactive = below that. Only part of the results is shown; the hit share may differ from the screen's.

SMILES	CCHFV vOTU inh	3CLpro inhibitor	Anthrax LF inh2	DUSP3 inh	PriA SSB inh	BH1578 lux ind	TcdB GH inh	BoNT-A LC inh2	Y pestis TopoI	PfHsp40 rescue
O=[N+]([O-])c1ccc(S(=O)(=O)c2ccccc2)nc1	11	-2	2	10	-3	-0.9	1.2	0.2	7	289*
COc1ccc(Br)cc1-c1noc(-c2ccncc2)n1	12	-3	1	33	7	0.8	.	-0.5	-4	-0.4
N#CC1(C(N)=O)OC12CCS(=O)(=O)c1ccccc12 (configuration not stated)	16	.	-1	.	-2	-0.8	0.3	-0.1	-8	0.3
Cc1cccc(-c2nnc(NC(=O)c3cccs3)s2)c1	3	0	-8	-7	-8	-0.3	-0.1	-0.7	0	1.7
Cc1ccccc1N1C(=O)c2ccccc2C1O (configuration not stated)	-7	1	-7	4	1	-0.3	7.8	-1.6	5	0.8
COC(=O)[C@]12CCCCC=C1N(Cc1ccccc1)C(=O)[C@H](CC(=O)NCCC(C)C)C2	18	.	6	.	.	.	0.2	0.5	.	.
CCN(CC)c1ccc(C(=C2C=CC(=[N+](CC)CC)C=C2)c2ccccc2)cc1	13	.	?	.	48	-1.0	6.8	?	-8	-1.3
COC(=O)C1CCN(C(=O)COC(=O)c2ccc(OC)c(S(=O)(=O)N3CCCc4ccccc43)c2)CC1	0	4	0	26	-3	.	2.7	0.3	5	-0.3
O=C(CNCc1ccccc1)NC1C2CC3CC(C2)CC1C3 (configuration not stated)	6	-2	-1	30	5	0.0	2.0	-2.2	1	-0.7
O=C(O)CN1C(=O)/C(=C/c2ccc(SCc3ccccc3)o2)SC1=S	14	-4	5	48	-7	-0.4	2.3	3.0	4	6.9
COc1cc(OC)c(OC)cc1/C=N/n1c(C)nc2ccccc2c1=O	-5	0	-5	1	.	i	-4.0	1.1	-6	-1.5
Cc1ccc(NC(=O)CCC(=O)N/N=C/c2ccc(O)cc2O)cc1	-2	-2	-11	6	.	1.4	-0.8	1.4	-3	-1.4
COc1ccc(NC(=S)N(CCCN2CCOCC2)C(C)c2cc3cccc(OC)c3o2)cc1 (configuration not stated)	-5	2	5	-19	8	-0.2	-4.5	-0.7	5	-1.5
CSc1nc2ccc(NC(=O)NC(=O)c3c(F)cccc3F)cc2s1	-13	0	-3	-7	0	-0.6	2.3	-0.2	-3	-0.2
COc1ccc2c(CC(=O)N3CCc4cc(OC)c(OC)cc4C3)coc2c1	6	3	-2	4	2	-0.4	1.9	-0.8	5	-1.0
CCc1nc(SCC(=O)Nc2ccc(N(C)C)cc2)c2ccccc2n1	1	0	0	2	-7	i	-1.2	0.6	1	0.9
CCOC(=O)c1c(NC(=O)CSc2nc3c(c(=O)n(C)c(=O)n3C)n2C(C)C)sc(C)c1C	0	-3	-4	-5	-10	-0.3	.	-1.7	2	1.0
C#CCOCCOCCOCCNc1nc(N2CCN(C(=O)CCCCCCCCCCNC(=O)Cn3cc(C[C@@H](C)O)nn3)CC2)nc(N2CCN(C(=O)CCCCCCCCCCNC(=O)[C@H](CCCCN)n3cc(CCCC(=O)O)nn3)CC2)n1	1	.	-10	.	10	i	0.4	0.0	31	-2.1
C[C@H](CO)N1C[C@H](C)[C@@H](CN(C)S(=O)(=O)c2ccc(F)cc2)OCc2cn(nn2)CCCC1=O	-2	.	-4	.	.	-0.4	-0.3&-0.2	-0.3	8	.
CCC1CCc2c(sc(NC(=O)c3ccco3)c2C(N)=O)C1 (configuration not stated)	-6	2	-6	13	-15	-0.2	.	-0.3	4	-0.6
CC(C)CNc1ncnc2c1ncn2[C@H]1CN(Cc2ccncc2)C[C@@H](CO)O1	-8	.	-7	.	.	-0.5	0.5	-0.9	4	.
COc1ccc(CCCC(=O)N/N=C/c2cccc(OC)c2O)cc1C	-12	5	0	5	.	-0.2	-0.4	-0.6	9	3.6
O=C1CC[C@H](O)CCN1CCSc1ccc(Br)cc1	-5	.	0	.	-7	-1.0	0.6	0.3	-2	-1.1
COc1cccc(CCC(=O)N(C)C2CCCN(Cc3ccccc3F)C2)c1 (configuration not stated)	7	0	-11	1	-15	-0.8	-0.3	2.8	37	1.0
Nc1nnc(SCc2c(F)cccc2Cl)s1	7	-2	-1	13	5	i	1.3	5.4	0	1.0
Cc1c(NS(=O)(=O)c2ccc(N(C)C3CCCCC3)c([N+](=O)[O-])c2)c(=O)n(-c2ccccc2)n1C	-12	2	2	10	6	-1.7	.	0.1	5	-1.5
COC(=O)c1cc(NC(=O)CC2Oc3ccccc3NC2=O)cc(C(=O)OC)c1 (configuration not stated)	9	-2	9	6	-5	-6.7	0.7	-2.7	15	-0.9
Cc1ccc(N(CC(=O)NC2CCCCC2)C(=O)CCCC(=O)Nc2ccccn2)cc1	-14	-2	1	15	-5	-0.2	1.2	-0.1	16	2.6
COc1cccc2sc(N(CCCN(C)C)C(=O)CCS(=O)(=O)c3ccccc3)nc12	5&-6	-1	4	32	1	i	-0.3	-0.6	-1	-2.3
COc1cc(/C=C/C(=O)OCC(=O)c2ccc[nH]2)cc(OC)c1OC	-2	.	-8	.	-1	0.9	-0.3	0.0	6	2.4
CCOC(=O)Cc1csc(SCC(=O)N2CCN(c3ccccc3)CC2)n1	0	.	-5	.	-12	5.0	-2.9	0.7	0	0.1
COc1ccc(CCNC(=O)CSc2nnc(CNC(=O)c3ccccc3F)o2)cc1OC	10	-7	-2	11	-13	-2.0	.	-0.7	-13	-2.1
CC(C)c1ccc(/C=C(\NC(=O)c2ccccc2)C(=O)NCCCN2CCOCC2)cc1	5	-2	6	-15	2	-0.3	3.4	-0.1	-3	-0.1
O=C(Cc1c(O)c2ccccc2[nH]c1=O)N(Cc1ccccc1)Cc1ccccc1	5	-1	-3	24	0	i	.	0.8	-1	?
CNc1nc2c(C)cccn2c(=O)c1C=Nc1ccc(OC)cc1	-5	4	-6	1	-12	-0.3	-0.2	-0.7	-6	-0.8
CC(=O)Nc1cccc(NC(=O)CSc2nnc3ccc(-c4ccccn4)nn23)c1	-6	.	1	.	-11	-0.8	-0.9	1.6	0	-0.8
CCCn1c(N2CCN(CC(=O)c3c[nH]c4ccccc34)CC2)nc2c1c(=O)[nH]c(=O)n2C	15	-2	4	-3	5	i	.	0.9	10	-1.2
COCCN1C(=O)C(=O)/C(=C(/O)c2ccc(S(=O)(=O)N3CCCCC3)cc2)C1c1ccc(OC)cc1 (configuration not stated)	-15	9	1	2	.	-0.3	1.8	-1.4	5	-0.8
COCc1cccc(-c2csc(C(O)c3ccc(F)cc3)n2)c1 (configuration not stated)	1	.	-8	.	.	-0.6	-0.5	0.2	12	.
CCCN(CC(=O)Nc1ccccc1OC)C(=O)CNC(=O)c1ccc(C)s1	4	.	-6	.	-9	5.1	-0.5	3.0	18	1.5
O=C(O)CCC(=O)NNC(=O)CCC(=O)Nc1ccccc1	-7	-3	-1	-25	-8	-0.2	0.5	-0.5	4	-1.8
Cc1cc(C)c(C)c(Cn2c(CO)nc3ccccc32)c1C	4	4	-4	18	2	-0.2	.	-0.8	-4	1.1
CCOC(=O)C1=C(C)C(c2ccccc2)NC(=S)N1 (configuration not stated)	21	4	-1	10	-2	i	.	2.8	3	-0.9
C/C(=N\NC(=O)c1ccccc1O)C1CC1	4	-4	1	22	.	-0.3	-6.5	0.1	-8	13
CC(C)N(Cc1cc2ccccc2[nH]c1=O)C(=O)C(C)(C)C	3	0	-1	32	-6	i	.	0.6	-2	1.8
COC(=O)c1ccc(-c2noc(CN(C)CCC3CCCCO3)n2)cc1 (configuration not stated)	12	-3	-1	29	-21	-0.8	1.1	0.0	1	0.5
COc1ccc(CCc2nc(-c3ccc(-n4cccc4)cc3)no2)cc1	4	5	-5	38	-1	-0.5	0.5	-0.1	6	-0.7
O=C(O)c1cccc(S(=O)(=O)Nc2ccc(-c3ccccc3)cc2)c1	13	.	1	.	1	0.1	-10	1.3	7	0.8
Cc1ccc(NNC(=O)c2snnc2C)cc1Cl	-4	1	-4	25	-3	-0.3	1.6	0.2	-2	0.2
Cc1c(C(=O)N2CCN(Cc3ccccc3)CC2)oc2c1C(=O)CC(C)(C)C2	13	-4	3	12	-9	-0.1	1.8	-1.0	12	1.0
CCN(CC(=O)Nc1ccc2c(c1)OCCO2)C(=O)CC1CCCC1	6	0	.	11	-22	i	.	.	10	-1.6
CC(C)NC(=O)CSc1nc2ccccc2c(=O)n1CCCOC(C)C	7	2	-3	15	7	-0.5	0.0	-0.6	1	0.0
C=CCc1cccc2cc(C(=O)NC(C)(C)C)c(=O)oc12	6	2	-1	-2	14	-5.6	.	0.0	4	-0.2
COc1ccc(NC(=O)C2(C)Cc3c(-c4ccc(C(N)=O)cc4)ccnc3O2)cc1 (configuration not stated)	-2	.	0	.	.	0.3	1.0	-0.1	2	.
CCCCS(=O)(=O)NC1=NCN(CCOC(=O)c2ccccc2)CN1	1	2	-1	.	-3	-2.8	.	-0.8	-3	-0.8
Cc1ccc(S(=O)(=O)NCCC(c2ccc(F)cc2)c2ccco2)cc1 (configuration not stated)	6	3	-2	-10	-17	0.0	0.0	-0.8	29	1.2
O=C(CSc1nnc(CNC(=O)c2ccco2)o1)Nc1ccc(OC(F)(F)F)cc1	8	0	-3	4	-12	-0.4	1.3	0.9	-4	-0.5
Cc1ccc(C(=O)CC2(O)C(=O)N(CN3CCOCC3)c3ccccc32)cc1 (configuration not stated)	4	-4	4	-12	-7	i	.	0.9	3	0.3
CC1CCN(C(=O)CCC(=O)Nc2ccc([N+](=O)[O-])cc2)CC1	13	.	6	.	.	i	1.0	0.2	-4	.
CCOc1ccc(C2N(c3ccc(Cl)cc3)C(=O)C3CCCN32)cc1OC (configuration not stated)	11	0	-4	17	1	-0.4	-0.2	0.4	-3	-1.9
NC(=O)c1ccc(C23CC4CC(CC(C4)C2)C3)o1	-10	-3	0	-11	-6	0.3	1.0	0.1	-4	17
CCCSc1nc2c(c(=O)[nH]c(=O)n2C)n1Cc1ccc(C)cc1	-2	3	-2	-6	-20	-12	.	1.1	1	0.9
CCOC(=O)c1csc(NC(=O)c2ccc(S(=O)(=O)N(C)C)cc2)n1	1	-3	-2	-9	-10&-6	i	.	2.5	-7	-0.3
